Screens: PubChem BioAssay, PCMD
Yeast growth tox: yeast growth toxicity, wild-type and mutant, primary screen, cytotoxicity control for eIF2B function restoration project, wild-type and eIF2Bepsilon R284H mutant, A595 | S. cerevisiae wild-type growth, A595 turbidity, 16 h | growth inhibition, % at 25 µM (by protocol) | hit rate 0.3% among 30,000 | AID 685, 2007;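 active means mutant and wild-type yeast strains alike exhibit over 30% growth inhibition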;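 further: 0% = untreated cell controls and 100% = YPD media blanks without cells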
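Schedule: 16 h growth with compound, 30 °C. System: yeast, wild-type or eIF2Bepsilon-R284H mutant. Doses: one dose, 25 µM compound[…]. Buffer or medium: YPD. Signal: turbidity measured as absorbance at 595 nm. Read-out basis: growth inhibition (%) versus cell controls and blanks.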
eIF2B yeast act: GCN4-lacZ reporter reduction in eIF2B-epsilon mutant yeast, primary screen, S. cerevisiae, eIF2B-epsilon R284H, Beta-Glo luminescence. inhibition, % at 25 µM (by protocol). hit rate 0.91% among 27,000. AID 688, 2007;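 active means mutant luminescence inhibited past about 50% while wild type luminescence and mutant growth stay under set limits, limit read from the data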; further: some compounds called inactive have numbers as strong as hits
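material = yeast eIF2B-epsilon R284H mutant carrying GCN4–beta-galactosidase fusion | schedule = 16 h growth with compound at 30 °C, 90 min Beta-Glo step | measured by = luminescence and A595 | compound dosing = one concentration, 25 µM, 0.25% DMSO | read-out basis = % inhibition of reporter signal and growth versus controls | buffer or medium = YPD medium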
Yeast growth tox inhibition %: second read-out of Yeast growth tox, no call of its own (marks repeat the call); growth inhibition, %; S. cerevisiae eIF2Bepsilon-R284H mutant growth, A595 turbidity, 16 h;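 each compound tested once at 25 µM; 0% equals untreated cells and 100% equals cell-free medium blanks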
eIF2B yeast act mutant toxicity: further read-out of eIF2B yeast act, marked with its call; growth inhibition, %; measured here: mutant yeast growth, toxicity;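 each compound tested once at 25 µM; zero equals untreated control growth and 100 equals blank medium absorbance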
Numbers without * were called inactive; / = not tested or not shown. An excerpt, so the mix of outcomes need not match the whole.

Sample of the layout (two entries):
Every second line gives: Yeast growth tox, Yeast growth tox inhibition %, eIF2B yeast act, eIF2B yeast act mutant toxicity
#1 O=c1[nH]c(=O)n(Cc2ccccc2)c(O)c1C=Nc1ccc(CN2CCOCC2)cc1
    -6.0, 12.0, 28.5, 12.0
#2 CCCCN1C(=O)NC(=O)C2(Cc3ccccc3N3CCOCC32)C1=O (stereo unspecified)
    10.8, 25.9, -21.5, 25.9

The whole of this part, from the first entry:
Every second line gives: Yeast growth tox, Yeast growth tox inhibition %, eIF2B yeast act, eIF2B yeast act mutant toxicity
#1 O=c1[nH]c(=O)n(Cc2ccccc2)c(O)c1C=Nc1ccc(CN2CCOCC2)cc1
    -6.0, 12.0, 28.5, 12.0
#2 CCCCN1C(=O)NC(=O)C2(Cc3ccccc3N3CCOCC32)C1=O (stereo unspecified)
    10.8, 25.9, -21.5, 25.9
#3 O=C(COc1ccc(S(=O)(=O)N2CCOCC2)cc1)N1CCN(Cc2ccc3c(c2)OCO3)CC1
    22.2, 13.6, 27.8, 13.6
#4 Cc1cc(Br)ccc1N1C(=O)CC(=O)NC1=O
    7.8, 0.0, 28.4, /
#5 CCCNC(=O)N1C2CCC1CC(O)(c1cccnc1)C2 (stereo unspecified)
    -0.3, 4.5, -12.1, 4.5
#6 CCOP(=O)(C(NC(=O)c1ccccc1Cl)=C(Cl)Cl)c1ccccc1 (stereo unspecified)
    13.5, 10.8, 14.4, 10.8
#7 CON(C)C(=O)Nc1ccc(Cl)cc1
    /, /, 24.0, /
#8 O=C(c1cc(-c2ccccc2)nc2ccccc12)N1CCC2(CC1)OCCO2
    26.1, -25.0, 20.4, -25.0
#9 CCCSc1nc(O)c(CC)c(=O)n1C(C)CC (stereo unspecified)
    -10.3, 3.6, 37.3, 3.6
#10 COc1ccc(Cl)cc1NC1=NCC(C)S1 (stereo unspecified)
    1.7, -3.3, /, /
#11 O=P1(Nc2cccnc2)COc2ccccc2OC1
    16.2, 7.7, -42.9, 7.7
#12 O=c1[nH]c(=O)n(Cc2ccccc2)c(O)c1C=NCCN1CCOCC1
    10.4, 8.9, 14.4, 8.9
#13 Cc1sc2ncn(CC(=O)NCC(=O)N3CCC4(CC3)OCCO4)c(=O)c2c1C
    -14.6, -42.9, 6.3, -42.9
#14 CCc1c(C)nc(N)nc1N1N=C1SC
    18.1, 13.0, /, /

Some values from the results shown.
Value for #12 under Yeast growth tox inhibition %: 8.9
Value for #1 under eIF2B yeast act mutant toxicity: 12.0

Another view of some results above:
4	Cc1cc(Br)ccc1N1C(=O)CC(=O)NC1=O
  Yeast growth tox: 7.8
  Yeast growth tox inhibition %: 0.0
  eIF2B yeast act: 28.4
  eIF2B yeast act mutant toxicity: /

5	CCCNC(=O)N1C2CCC1CC(O)(c1cccnc1)C2 (stereo unspecified)
  Yeast growth tox: -0.3
  Yeast growth tox inhibition %: 4.5
  eIF2B yeast act: -12.1
  eIF2B yeast act mutant toxicity: 4.5

6	CCOP(=O)(C(NC(=O)c1ccccc1Cl)=C(Cl)Cl)c1ccccc1 (stereo unspecified)
  Yeast growth tox: 13.5
  Yeast growth tox inhibition %: 10.8
  eIF2B yeast act: 14.4
  eIF2B yeast act mutant toxicity: 10.8

7	CON(C)C(=O)Nc1ccc(Cl)cc1
  Yeast growth tox: /
  Yeast growth tox inhibition %: /
  eIF2B yeast act: 24.0
  eIF2B yeast act mutant toxicity: /
